Tn6 DDE FP: inhibitors of Tn6 peptide binding to human fibrin DD(E); P02675; Fibrin DD(E) TRITC-Tn6 fluorescence polarization displacement; inhibition, % at 8.3 µM; actives 0.21% (n = 370,000);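 active means inhibition above a per-campaign cutoff: mean of compounds within control limits plus 3 SD, cut at about 15% in these data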;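 further: 0% = median of all compound wells on the plate and 100% = blocking peptide control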
PLCg1 inh: PLC-gamma1 (human) inhibition, primary screen; P19174; purified PLC-gamma1, fluorogenic substrate, fluorescence; inhibition, % at 12.2 µM; actives 0.84% (n = 370,000); AID 720700; in the data active means inhibition above about 9.5%
ASAP1 inh: ASAP1 ArfGAP inhibition | Q9ULH1 | ASAP1-stimulated ARF1 GTP hydrolysis, GDP FP detection | actives 0.19% (n = 360,000) | inhibition, % at 16.5 µM; in the data active means inhibition above about 25%;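 further: 0% = vehicle with enzyme and substrate and 100% = no enzyme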
Target sequence (Q9ULH1 325-724 limits assumed): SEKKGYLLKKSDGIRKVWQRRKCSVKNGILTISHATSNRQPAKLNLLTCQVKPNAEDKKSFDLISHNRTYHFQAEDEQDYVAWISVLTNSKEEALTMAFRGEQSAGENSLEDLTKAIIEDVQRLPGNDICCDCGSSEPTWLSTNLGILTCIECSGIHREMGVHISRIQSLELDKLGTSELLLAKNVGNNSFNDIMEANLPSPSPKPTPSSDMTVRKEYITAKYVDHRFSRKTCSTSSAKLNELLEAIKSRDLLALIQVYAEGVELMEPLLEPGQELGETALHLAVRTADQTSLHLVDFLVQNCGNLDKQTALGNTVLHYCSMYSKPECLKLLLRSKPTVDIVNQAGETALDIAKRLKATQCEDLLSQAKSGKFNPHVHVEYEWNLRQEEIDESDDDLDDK
SIAE inh: inhibitors of human sialic acid acetylesterase SIAE. Q9HAT2. SIAE FP-Rh probe binding, fluorescence polarization. inhibition, % at 9.66 µM. actives 0.69% (n = 370,000). AID 1053197;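 active means inhibition above a cutoff: mean of compounds within the control limits plus 3 SD of those, cut at about 17% in these data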;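 further: 0% = plate median of compound wells and 100% = probe without SIAE protein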
PLC-beta3 inh: PLC-beta3 (human) inhibition, primary screen; Q01970; Purified PLC-beta3, fluorogenic substrate, fluorescence; AID 720704; inhibition, % at 12.2 µM; actives 0.18% (n = 370,000); in the data active means inhibition above about 11%;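 further: 0% = median of compound wells on plate and 100% = full blocker control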
ARFGAP1 inh: inhibitors of rat ARFGAP1 | Q62848 | Arfgap1-stimulated ARF1 GTP hydrolysis, GDP FP detection | inhibition, % at 16.5 µM | actives 0.26% (n = 360,000) | AID 651572;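 active means inhibition above a per-plate limit, mean inhibition of low control wells plus 3 SD, cut at about 25% in these data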;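 further: 0% = DMSO wells with enzyme and 100% = wells lacking Arfgap1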
Target sequence (Q62848 1-136 limits assumed): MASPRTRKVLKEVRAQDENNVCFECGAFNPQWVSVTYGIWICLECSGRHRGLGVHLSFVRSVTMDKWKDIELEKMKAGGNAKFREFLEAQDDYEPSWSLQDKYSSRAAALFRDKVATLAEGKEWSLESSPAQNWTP
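Material: rat Arfgap1 GAP domain (His6, aa 1-136), purified enzyme. Also added: human ARF1(Δ1-17)-GTP substrate. Compound dosing: 16.5 µM single point, 1.26% DMSO. Timing: enzyme reaction 120 min at 25 °C after 20 min preincubation. Signal: GDP detection by fluorescence polarization. Read-out basis: percent inhibition of GAP-stimulated GDP formation, scaled between DMSO and no-Arfgap1 medians.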
TDP2 absorb: blocks human TDP2 phosphodiesterase activity; O95551; recombinant TDP2, T5PNP hydrolysis, p-nitrophenol absorbance 415 nm; inhibition, % at 12.8 µM; actives 0.34% (n = 370,000);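 active means inhibition above the mean of all tested compounds plus 3 SD, set per campaign, cut at about 25% in these data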;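 further: 0% = DMSO with enzyme and 100% = buffer with substrate but no TDP2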
Target sequence (O95551 whole entry, looked up): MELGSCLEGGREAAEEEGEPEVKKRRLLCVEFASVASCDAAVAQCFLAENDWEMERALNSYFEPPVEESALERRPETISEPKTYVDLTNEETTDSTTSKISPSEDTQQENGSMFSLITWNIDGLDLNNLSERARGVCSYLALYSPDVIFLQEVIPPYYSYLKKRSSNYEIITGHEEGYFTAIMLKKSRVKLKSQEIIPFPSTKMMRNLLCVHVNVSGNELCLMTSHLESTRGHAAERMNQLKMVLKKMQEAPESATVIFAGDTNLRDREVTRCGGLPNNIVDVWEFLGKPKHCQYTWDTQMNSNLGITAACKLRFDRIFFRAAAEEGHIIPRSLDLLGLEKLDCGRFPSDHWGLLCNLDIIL
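Incubation: 2 h at 37 °C; Test system: recombinant human TDP2; Quantity: enzyme 120 nM; Read-out basis: percent inhibition; Medium: 50 mM Tris-HCl pH 7.5 with Mg2+, KCl, DTT, BSA; Repeats: single replicate; Compound: 12.8 µM single point, 1% DMSO; Signal: epi absorbance; Reagent: 5 mM T5PNP chromogenic substrate; Benchmarks: no-enzyme high, DMSO-plus-enzyme low.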
ADAM17 inh: inhibits human ADAM17. actives 0.83% (n = 370,000). P78536. inhibition, % at 6.95 µM. recombinant ADAM17, EDANS/DABCYL FRET peptide cleavage;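 active means inhibition above the mean of compounds lying between control limits plus 3 SD, set per campaign, cut at about 8.5% in these data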;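 further: 0% = DMSO-only wells as the low control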
ADAM10 inh: inhibitors of human ADAM10 | recombinant ADAM10, EDANS/DABCYL FRET peptide cleavage, 3 h | inhibition, % at 7 µM | actives 0.62% (n = 370,000) | AID 720582;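 active means inhibition above a per-campaign cutoff equal to the mean of compounds falling between control-based bounds plus 3 SD, cut at about 20% in these data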;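 further: 0% = DMSO wells while the 100% control is not disclosed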
DDE Tn7 FP inh: DD(E)-Tn7 binding inhibition, primary FP screen. FP displacement of FITC-Tn7 peptide from fibrin DD(E); 0% = median of compound wells per plate. inhibition, % at 8.3 µM. actives 0.13% (n = 370,000). AID 720508;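 active means inhibition above the mean of compounds falling within the control limits plus 3 SD of them, cut at about 14% in these data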;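 further: 0% = plate median of compound wells and 100% = 10 µM Aha-Tn7 peptide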
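assay system = human clot-derived fibrin DD(E) complex | quantity = Fibrin-DD(E) at 2 µM final | timing = 10 min preincubation, 3 h with tracer, room temperature | signal = fluorescence polarization | measure = percent inhibition | benchmarks = high control wells with 10 µM unlabelled Aha-Tn7 peptide (full inhibition) | replicates = singlicate testing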
* marks the source's active call; other numbers are inactive results; i = inactive.

SMILES	Tn6 DDE FP	PLCg1 inh	ASAP1 inh	SIAE inh	PLC-beta3 inh	ARFGAP1 inh	TDP2 absorb	ADAM17 inh	ADAM10 inh	DDE Tn7 FP inh
COc1ccc(-c2nc(-c3ccc(O)cc3O)cs2)cc1OC	-3	-8	5	-6	-17	21	-1	2	1	1
Cc1ccc(S(=O)(=O)NC(C(=O)Oc2ccc3c(C(F)(F)F)cc(=O)oc3c2)c2ccccc2)cc1 (stereo not drawn)	1	i	1	4	i	5	-7	i	i	5
OC(CN1CCOCC1)Cn1cnc2ccccc21 (stereo not drawn)	-5	2	-1	10	4	-2	1	-1	-1	-4
COC(=O)c1c(NC(=O)C(C)(C)C)csc1C	-2	1	-20	3	-8	-1	13	-6	-9	-1
COc1ccccc1NC(=O)c1ccccc1NS(=O)(=O)N1CCCC1	0	-40	1	-4	-26	10	9	-11	-15	10
CCN(CC)c1ccc(/C=N/NC(=O)c2ccco2)cc1	-4	-113	8	0	-128	4	-5	-1	-8	4
Cc1ccc(C(=O)NC(C)c2ccc(-n3ccnc3)cc2)cc1 (stereo not drawn)	3	0	-4	-5	-2	9	9	1	-8	-3
CC(C)c1ccc(S(=O)(=O)N2CCN(C(=O)Cc3ccsc3)CC2)cc1	3	-5	-4	4	-7	-4	-3	-1	-3	-5
COc1ccccc1N1CCN(S(=O)(=O)CCNC(=O)COc2ccccc2)CC1	6	-1	7	-5	-2	9	7	-5	-8	0
Fc1ccc(-c2ccc(-c3nn4c(-c5ccco5)nnc4s3)o2)cc1	0	-13	-2	-3	-20	4	5	-11	-49	-7
CC(=O)c1cccc(NC(=S)NC(=O)c2ccccc2C)c1	-4	1	7	-7	-4	-6	3	-4	-5	2
O=C(O)c1cccc(Nc2nc3ccccc3nc2NS(=O)(=O)c2ccc(F)cc2)c1	4	-16	-14	-3	-35	7	-19	4	11	-5
CC(C)(C)CN1CCNC(=O)C1CC(=O)NC1Cc2ccccc2C1 (stereo not drawn)	3	-6	4	1	-6	-1	-7	-1	-13	-8
Cc1ccc(CS(=O)(=O)Cc2ccc(C(=O)NCc3ccccn3)o2)cc1	-5	-10	2	-1	-17	3	0	-1	-6	5
Clc1ccc(C2=CSC3=Nc4cccc5cccc(c45)N23)cc1	-6	-6	-4	13	-19	7	66*	-4	-9	-3
Nc1cccc2c1C(=O)N(CC(=O)NC13CC4CC(CC(C4)C1)C3)C2=O	13	i	12	-3	i	-5	6	-103	-264	-2
COc1cccc(OC)c1C(=O)Nc1ccc2c(c1)OCCO2	1	4	-8	8	4	3	-7	-1	0	9
O=C(CN1C(=O)NC2(CCCC2)C1=O)Nc1cc(Cl)ccc1N1CCCC1	0	0	10	5	-4	-4	12	0	-6	6
O=C(Nc1nc2ccccc2[nH]1)C1CCC1	6	-1	2	-1	0	-8	-11	0	-4	-1
CC(C)Oc1ccc(S(=O)(=O)N2CCOCC2)cc1NC(=O)Cc1cccs1	5	1	23	1	-4	-8	5	-4	-2	6
CCC1(C)Cc2sc3c(=O)[nH]c(=S)[nH]c3c2CO1 (stereo not drawn)	8	-7	-19	-4	-7	-6	-4	-10	0	2
O=C1N/C(=C/c2cccn2-c2ccc(F)cc2)C(=O)N1Cc1ccccc1F	-4	-6	11	-6	-6	10	-12	3	5	-12
O=C(C1CC2CCC1C2)N1CCN(Cc2ccc3c(c2)OCO3)CC1 (stereo not drawn)	4	0	0	1	0	-12	-9	-2	-6	1
Cc1cc2c(cc1C)-n1nnnc1C(N1CCN(CC(=O)NC(C)C)CC1)C(=O)N2 (stereo not drawn)	-5	0	-4	-2	1	-6	-5	-4	-6	-4
CC1(C)CC(=O)c2cnc(N3CCN(c4ccccc4)CC3)nc2C1	5	0	0	0	2	-3	5	-3	7	-4
Cc1[nH]c2ccccc2c1C(C#N)(C#N)C1C(=O)c2ccccc2C1=O	-5	-165	-1	8	-240	8	18	-16	-55	-6
C/C(N)=C(/C#N)C(=O)COC(=O)c1cc(S(=O)(=O)N2CCCCC2)ccc1C	2	-3	-2	0	-2	-13	2	3	2	3
Cc1ccc(C)c(S(=O)(=O)Nc2ccc(C(=O)NCCCN(C)C)cc2)c1	-1	2	-3	2	-6	-4	3	-5	-12	3
CC(C)CC(COCc1ccc(Cl)cc1)N1CCN(C(=O)c2ccc(C(F)(F)F)cc2)CCC1=O (stereo not drawn)	-7	-1	11	4	1	6	-8	3	17	-5
CCOC(=O)C1=C(C)NC(SC)=NC1c1ccccc1 (stereo not drawn)	-10	1	16	6	3	-15	3	-3	8	-8
O=C(CN(Cc1ccc(Cl)cc1)C(=O)CNS(=O)(=O)c1ccccc1)NCC1CCCO1 (stereo not drawn)	4	1	-13	0	-3	0	17	-1	-13	5
COc1ccc(-c2c(C(=O)O)nc3ccccc3c2C(=O)O)cc1	4	-2	6	1	-2	6	0	-1	-6	-8
CC(NCC1(N2CCOCC2)CCCCC1)C(=O)Nc1ccc(Cl)cc1Cl (stereo not drawn)	9	0	-4	2	-3	-7	1	2	-5	-1
CCCCN(C=O)c1c(CC)nc2ccc(C(=O)NCCCn3ccnc3)cn12	4	-13	6	-5	-21	-1	0	-10	-26	-5
CCOC(=O)C[C@@H]1OC[C@H](C(C)C)N1S(=O)(=O)c1ccc(C)cc1	6	4	4	2	3	0	-2	1	1	-2
CCN(Cc1ccncc1)Cc1nc(Cc2ccccc2Cl)no1	-2	-3	4	-3	-6	-3	13	-6	-6	-6
CC1(C)CC(=O)c2cnn(-c3nc4ccccc4[nH]3)c2C1	0	-9	-2	12	-14	-5	7	-1	-2	-4
CCOc1nc(C)ccc1-c1noc(-c2ccco2)n1	-2	6	7	-1	2	-1	-15	3	13	-4
CN(Cc1cc(=O)n2ccsc2n1)C1CCCCC1	2	-24	-9	8	-23	-10	9	-30	-128	4
CC(C)Cn1cc(Cl)c(=O)n(CC(C)C)c1=O	-1	-3	-3	-3	-4	-1	-4	-1	-2	2

Overlap with the part before: 4 compounds, followed by the next part.
SMILES	Tn6 DDE FP	PLCg1 inh	ASAP1 inh	SIAE inh	PLC-beta3 inh	ARFGAP1 inh	TDP2 absorb	ADAM17 inh	ADAM10 inh	DDE Tn7 FP inh
CC1(C)CC(=O)c2cnn(-c3nc4ccccc4[nH]3)c2C1	0	-9	-2	12	-14	-5	7	-1	-2	-4
CCOc1nc(C)ccc1-c1noc(-c2ccco2)n1	-2	6	7	-1	2	-1	-15	3	13	-4
CN(Cc1cc(=O)n2ccsc2n1)C1CCCCC1	2	-24	-9	8	-23	-10	9	-30	-128	4
CC(C)Cn1cc(Cl)c(=O)n(CC(C)C)c1=O	-1	-3	-3	-3	-4	-1	-4	-1	-2	2
Cc1cc(/C=C2\C(=N)N3N=CSC3=NC2=O)c(C)n1Cc1ccccc1	-8	-24	6	-7	-48	6	-4	-7	-1	3
CC1CCCCN1C(=O)c1ccc(NC(=O)c2ccccc2Cl)cc1 (stereo not drawn)	0	1	6	9	-2	6	-10	0	0	-1
CC(C)NC(=O)NC(=O)COC(=O)c1cccc(OC(F)F)c1	-6	-1	7	4	2	5	2	-4	-7	-4
COc1ccnc(Oc2ccccc2)n1	-1	1	-2	4	2	10	8	-1	-10	1
CCOc1ccc(S(=O)(=O)N(CC)CC(=O)NCc2ccncc2)cc1	-7	0	5	6	-3	-7	5	-1	-4	2
CCCCc1ccc(NC(=O)CSC2=NN3CCCC(=O)N=C3S2)cc1	8	2	-9	-3	5	-3	-11	4	14	-3
CC(=O)Nc1ccc(S(=O)(=O)N(C)CC(=O)Nc2ccc(F)c(F)c2F)cc1	-1	1	-1	2	-2	1	-9	-2	0	-7
CC(C)(O)C#Cc1ccc(CN2CCN(CCc3ccccc3)C(CCO)C2)s1 (stereo not drawn)	-3	-1	6	-2	-1	8	1	-6	1	7
O=C(Nc1ccccc1C(=O)OC1CCOC1=O)c1ccco1 (stereo not drawn)	-6	0	-8	-3	-1	3	2	-4	-1	1
CCN(CC)S(=O)(=O)c1ccc(NC(=O)COC(=O)c2cc(S(=O)(=O)Nc3ccc(OC)cc3)ccc2O)cc1	-1	-2	0	-63	-8	-16	7	0	1	2
COC(=O)Cn1c(=O)c(C)nc2ccccc21	1	-11	0	1	-19	0	3	-25	-67	-4
Cc1ccc(S(=O)(=O)N2CCN(C(=O)c3cc(S(=O)(=O)N4CCOCC4)ccc3Cl)CC2)c(C)c1	-1	0	-5	1	-6	-6	2	1	-2	-6
COCCSc1ccccc1C(=O)Nc1ccc(Cl)cc1	2	1	8	-3	-2	4	5	0	0	8
OC(c1ccccc1)c1nc(-c2cccc(C(F)(F)F)c2)cs1 (stereo not drawn)	2	-1	-8	-10	-3	0	-9	6	16	3
CC(=O)Nc1ccc(NC(=O)c2c(-c3ccccc3Cl)noc2C)c(C)c1	-1	2	-9	2	-4	-2	14	-1	-1	-2
Cc1cc2oc(=O)cc(-c3ccccc3)c2c(C)c1-c1ccc(F)c(Cl)c1	4	3	-3	2	3	9	6	-2	-2	5
O=C(CSc1oc(-c2ccccc2)nc1S(=O)(=O)c1ccccc1)NCC1CCCO1 (stereo not drawn)	10	1	-16	0	-8	-8	4	-2	-5	0
C=CCNC(=O)CC(=O)N/N=C/c1cccc(C)c1	-5	-2	-7	2	2	-1	5	-2	-1	-1
O=C(c1csc2c1CCCCC2)N1CCN(c2ncccn2)CC1	-3	-5	-5	0	-7	-16	2	-3	-2	7
Cc1ccccc1CN(C)C(=O)c1ccc2ccccc2n1	-1	2	6	-4	-3	-2	11	0	4	-2
Cc1ccc(S(=O)(=O)N(C)/N=C2/C(=O)N(CC(=O)O)c3ccccc32)cc1	2	4	-10	-5	-1	-7	-2	-9	-1	2
CCN(CC(=O)Nc1c(F)cccc1F)C(=O)C1CC(=O)N(CCc2ccccc2)C1 (stereo not drawn)	-3	-1	17	3	1	-5	14	-2	-1	0
CC1(C(=O)NC2CCCC2)CCC(=O)N1Cc1cccs1 (stereo not drawn)	-1	1	-12	5	5	-6	-8	1	3	5

Bioassay records as filed in PubChem BioAssay.
